Screening results deposited in PubChem by National Center for Advancing Translational Sciences (NCATS).
p53ts 39C kill = cytotoxicity in p53ts cells at nonpermissive temperature. H1299-p53A138V viability at 39C, ATP luminescence, 24 h. Potency, µM (titrated, usually from 46.1 µM), inactives show at the top dose activity change, negative = cell killing, actives largely listed as cytotoxic. 130,000 compounds, 1.5% hits. AID 902; also: nearly all actives have a fitted effect of over 55% in size
IkB signaling = suppresses IkB signaling in ABC-DLBCL reporter cells; ABC-DLBCL IkBa-CBG/CBR dual luciferase ratio, 4 h; response scale: scaled: untreated 0%, proteasome inhibitor 100%; Potency, µM (top dose mostly 57.1 µM), for inactives: at the highest dose IkBa stabilization activation; 110,000 compounds, 0.04% hits; active = well fitted curve in the direction sought with a large enough effect in the signal ratio, not every such curve was filed as active; inconclusive = small, poorly fitted or top-dose-only effect, or a change in a side signal; the % refers to the signal ratio;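 also: the direction sought is a rising ratio; 0% = basal untreated cells and 100% = reference inhibitor full response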
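In this assay, an IκBα–CBG68 fusion accumulates when IKK-driven degradation is blocked; native CBR normalizes for cell number. OCI-Ly3 cells were treated 4 h with compound and doxycycline, then green and red light read after Chroma-Glo addition.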
p53ts 32C tox = cytotoxicity in p53ts cells at permissive temperature; 130,000 compounds, 0.93% hits; Potency, µM (top dose mostly 46.1 µM), for the others: top-dose activity change, negative = cytotoxicity, most hits filed as cytotoxic; H1299-p53A138V at 32C, ATP luminescence viability, 24 h;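 also: 0% = DMSO and -100% = full killing by reference compound; nearly all actives have a fitted effect of over 55% in size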
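Viability by ATPlite luminescence after 24 h compound treatment (up to 46 uM) at the permissive 32C. Cells are H1299 carrying p53 A138V. Scale runs from DMSO basal to 100 uM tamoxifen as full kill; AC50 from Hill fits.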
Imprint erasure = induces erasure of genomic imprints in mouse ES cells; Potency, µM (doses to about 60.7 µM), for inactives: at the highest dose activity change, positive = activation, usual class: activators; mouse ES Peg3-LacZ reporter, beta-gal luminescence, 40 h; 110,000 compounds, 0.02% hits;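 also: 0% = negative control wells on the plate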
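Each well holds 300 Peg3LacZ-Neo (maternal) female ES cells incubated 40 h at 37C, 5% CO2. LacZ is measured by BetaGlo luminescence, with AC50 and maximum efficacy derived from dose-response curves.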
An asterisk follows results filed as active; ? = inconclusive; . = no result given; [ ] = dose if it differs, or a comment. Unless noted, calls follow the shape of the dose curve; as a rule, active = well fitted curve in the direction sought with a large enough effect; inconclusive = small, poorly fitted or top-dose-only effect, or another doubt; inactive = no such curve, though single readings can be large; an effect the other way counts as inactive or inconclusive. Unless noted, % is scaled to controls: 0 for no effect and ±100 for the full control effect; potency is read from the fitted curve at half-maximal effect.

SMILES	p53ts 39C kill	IkB signaling	p53ts 32C tox	Imprint erasure
COC(=O)[C@H](C(C)C)n1c(C)c(C(C)=O)c(C(C)=O)c1C	8%	2.7%	-18%	-3%
CC(C)c1ccc(NC(=O)CSC2=Nc3ccccc3C3=NC(CCC(=O)NC4CCCCC4)C(=O)N23)cc1 (configuration not stated)	-18%	?	-5%	-3%[10.9 µM]
CS(=O)(=O)N(CC(=O)N1CCN(c2ccccc2)CC1)C1CCCCC1	-5%	-0.3%	-6%	-4%
CCn1c(=O)c2c3c(sc2n2c(SCc4ccc(F)cc4)nnc12)CCCC3	10%	.	6%	.
CCC1Cc2c(nc3c4c(nc(N5CCOCC5)c(C#N)c24)NC(C)=N3)O1 (configuration not stated)	1%	0.0%	-12%	-6%
CN(C)c1cc(NC(=O)CN2CCOCC2)c2ccccc2n1	-12%	-0.4%	-9%	7%
C=C(C)Cn1c(NCCOC)nc2c1c(=O)[nH]c(=O)n2C	-8%	0.7%	-10%	3%
COc1ccccc1-n1c(CNc2ccc(F)cc2)nnc1SCC(=O)Nc1cc(C)on1	-4%	.	-8%	.
Cc1nc2ncnn2c(C)c1CCC(=O)NCc1ccc(Cl)cc1	-14%	5.1%	6%	?
COC(=O)C1CCN(c2cc(=O)n(Cc3ccc(F)cc3)c(=O)[nH]2)CC1	7%	0.3%	-2%	-10%
COc1cccc(CNC(=O)CN2C(=O)CCn3nc(-c4cn(C)c5ccccc45)cc32)c1OC	-16%	-0.2%	-8%	-11%[10.9 µM]
Cc1cc(C)cc(OC(=O)CCN2C(=O)c3ccccc3C2=O)c1	8%	.	-4%	.
Cc1cc(C)c(NC(=O)CS(=O)CC(=O)Nc2cccnc2)c(C)c1 (configuration not stated)	-2%	-0.5%	0%	-3%
Cc1ccc(-n2nnnc2CNC(=O)c2ccccc2)cc1C	-13%	0.1%	12%	-12%[10.9 µM]
N#CCCn1c(=O)c(CCc2ccccc2)nc2cnc(Oc3cccc(Cl)c3)nc21	0%	1.5%[11.4 µM]	8%	.
CC(=O)N1CCc2cc(CNC(=O)Nc3ccc(Br)c(C)c3)ccc21	-19%	-1.9%	-7%	-13%[10.9 µM]
O=C(CCC1CC(=O)Nc2ccccc21)NCc1cccnc1 (configuration not stated)	15%	-0.4%	-2%	-9%
Fc1ccc(Nc2nc(-c3cccc(Cl)c3)c3c(n2)-c2ccccc2OC3)cc1	?	1.3%	-6%	-16%[10.9 µM]
O=C(CCCN1C(=O)c2ccccc2C1=O)N1CCN(c2ccccn2)CC1	12%	-1.0%	8%	-9%
Cc1ccc(CSc2nc3c(c(=O)[nH]2)CCC3)cc1	1%	-2.5%	-3%	-7%
CCCCN(CC)CCNC(=O)c1cc2c(=O)n(C)c3ccccc3c2n1C	2%	1.9%	-4%	-25%
CCCOc1c(Br)cc(C(=O)NCC)cc1OC	9%	-2.5%	-2%	-1%
COc1ccc(CNC(=O)CN(CC2CCCO2)C(=O)CNS(=O)(=O)c2ccc(C)cc2)cc1 (configuration not stated)	-6%	-0.3%	9%	0%
CCOC(=O)COc1ccc(/C=C(\C#N)c2nc3ccc(C)cc3[nH]2)cc1OC	21%	?	-18%	-16%[10.9 µM]
O=C(O)CSc1nnc(C2CC2)n1-c1ccccc1	9%	0.2%	1%	?

Sorted by length of the SMILES (low to high): part of the list above
SMILES	p53ts 39C kill	IkB signaling	p53ts 32C tox	Imprint erasure
CCCOc1c(Br)cc(C(=O)NCC)cc1OC	9%	-2.5%	-2%	-1%
O=C(O)CSc1nnc(C2CC2)n1-c1ccccc1	9%	0.2%	1%	?
Cc1ccc(-n2nnnc2CNC(=O)c2ccccc2)cc1C	-13%	0.1%	12%	-12%[10.9 µM]
CN(C)c1cc(NC(=O)CN2CCOCC2)c2ccccc2n1	-12%	-0.4%	-9%	7%
C=C(C)Cn1c(NCCOC)nc2c1c(=O)[nH]c(=O)n2C	-8%	0.7%	-10%	3%
Cc1cc(C)cc(OC(=O)CCN2C(=O)c3ccccc3C2=O)c1	8%	.	-4%	.
CC(=O)N1CCc2cc(CNC(=O)Nc3ccc(Br)c(C)c3)ccc21	-19%	-1.9%	-7%	-13%[10.9 µM]
O=C(CCCN1C(=O)c2ccccc2C1=O)N1CCN(c2ccccn2)CC1	12%	-1.0%	8%	-9%
CCC1Cc2c(nc3c4c(nc(N5CCOCC5)c(C#N)c24)NC(C)=N3)O1 (configuration not stated)	1%	0.0%	-12%	-6%
N#CCCn1c(=O)c(CCc2ccccc2)nc2cnc(Oc3cccc(Cl)c3)nc21	0%	1.5%[11.4 µM]	8%	.
COc1ccccc1-n1c(CNc2ccc(F)cc2)nnc1SCC(=O)Nc1cc(C)on1	-4%	.	-8%	.
COc1cccc(CNC(=O)CN2C(=O)CCn3nc(-c4cn(C)c5ccccc45)cc32)c1OC	-16%	-0.2%	-8%	-11%[10.9 µM]
CC(C)c1ccc(NC(=O)CSC2=Nc3ccccc3C3=NC(CCC(=O)NC4CCCCC4)C(=O)N23)cc1 (configuration not stated)	-18%	?	-5%	-3%[10.9 µM]

Going on with the list:
SMILES	p53ts 39C kill	IkB signaling	p53ts 32C tox	Imprint erasure
COc1ccc(S(=O)(=O)N2CCCC(C(=O)N3CCOCC3)C2)cc1C (configuration not stated)	8%	1.5%	-1%	3%
CCCN(C(=O)c1cn(C)c(=O)c2cc(OC)c(OC)cc12)c1ccc(CC)cc1	8%	-1.7%	10%	-8%[10.9 µM]
CCCCn1c(C(C)NC(=O)c2cccs2)nc2ccccc21 (configuration not stated)	-13%	1.2%	2%	-15%
Cn1c(=O)cc(SCC(=O)N2CCOCC2)c2ccc(Cl)cc21	-6%	-2.7%	4%	-10%
CO[C@@H]1COC(=O)[C@H](COCc2ccccc2)NC(=O)C/C=C\[C@@H](C)[C@H](OC)COC(=O)[C@H](COCc2ccccc2)NC(=O)C/C=C\[C@H]1C	11%[9.22 µM]	.	7%[9.22 µM]	.
Cc1cc(Nc2ccccc2Cl)n2nc(-c3ccco3)nc2n1	-15%	-1.3%	-7%	-7%[10.9 µM]
CCCC1(CCC)NC(=O)N(CC(=O)Nc2ccccc2OC)C1=O	0%	0.6%	-1%	26%
c1ccc2c(c1)nc(N1CCOCC1)c1nnnn12	-2%	?	-5%	-10%
CCCS(=O)(=O)N1CCN(Cc2ccccc2OCC)CC1	0%	-1.3%	2%	-11%
Cn1c(=O)c2c(SCc3ccccn3)nc(-c3ccccc3)nc2n(C)c1=O	-13%	2.1%	1%	-7%
CCC(C)(C)NC(=O)CN(C(=O)CCC(=O)Nc1cc(C)ccn1)c1ccc2c(c1)OCO2	1%	0.1%	3%	-9%
Cc1cc(NS(=O)(=O)c2ccc(NC(=O)CN3C(=O)c4ccccc4C3=O)cc2)nc(C)n1	-4%	-0.9%	9%	-4%
CCOC(=O)c1ccc2[nH]c(C)c(CN3CCN(C)CC3)c(=O)c2c1	2%	5.2%	-6%	-1%
Cc1ccc(C(=O)CSc2nc3cc(S(=O)(=O)N4CCOCC4)ccc3o2)cc1	-4%	1.3%	1%	-17%
Cc1ccccc1-c1nccc(-n2ccnc2)n1	-9%	1.4%[11.4 µM]	-2%	-2%
CCCCn1c(=O)cc(O)c2ccccc21	15%	0.5%	2%	3%
CC(C)(C)c1ccccc1OCC(=O)Nc1ncn[nH]1	-5%	-0.6%	-6%	-6%
CCOCCCNC(=O)CN1CCN(Cc2ccccc2C)C1=O	-2%	-1.2%	2%	-6%
CCCn1c(=O)c(C(=O)NCc2ccccn2)c(O)c2ccccc21	?	?	8%	-15%
CSC1=NC(NCCCO)c2c(sc3c2CC(C)(C)OC3)N1 (configuration not stated)	-2%	-6.3%	3%	-13%
Cc1ccc(-c2sc(C(=O)Nc3ccc(Br)cc3)cc2CC(=O)O)cc1	-10%	?	-9%	-5%[10.9 µM]
FC(F)(F)c1ccccc1-c1cncnc1NCCc1cnc[nH]1	7%	-0.4%[11.4 µM]	1%	-30%
CC(=O)N(Cc1ccc2c(c1)OCO2)C1CC(=O)N(CCc2ccccc2)C1=O (configuration not stated)	8%	0.2%	-3%	-10%
CCOC(=O)c1oc2c(c1C)-c1nn(Cc3ccccc3Cl)cc1CC2	2%	0.1%	0%	-15%[10.9 µM]
CCc1ccc(-c2ccc(C(=O)O)cc2)nc1	-14%	?	-13%	-92%[inhibitor]
COCC(C)NC(=O)c1cc(-c2ccc(OC)c(OC)c2)on1 (configuration not stated)	-2%	6.1%	2%	-9%
C=CCn1c(SCC(=O)NCc2ccco2)nnc1-c1ccc2ccccc2n1	4%	-2.5%	-5%	-12%
COc1ccc(Cn2nnnc2C(c2ccncc2)N2CCOCC2)cc1 (configuration not stated)	3%	1.6%	-7%	.
COc1ccc(-c2noc(CSc3nnc(Cc4ccccc4)n3-c3cccc(C)c3)n2)cc1OC	4%	?	19%	-27%
Cc1ccccc1Nc1nc(N)nc(CN2C(=O)NC3(CCCCC3C)C2=O)n1 (configuration not stated)	0%	-1.6%	5%	15%
Nc1ccc(S(=O)(=O)NC(=O)c2ccccc2)cc1	-7%	-0.4%[25.6 µM]	-3%	-8%
COc1ccc(C2CC(=O)C(C=NCCN3CCN(C(C)=O)CC3)=C(O)C2)cc1 (configuration not stated)	-11%	.	8%	.
CCOc1ccccc1N(CC(=O)NCC1CCCO1)C(=O)CCC(=O)Nc1ccccn1 (configuration not stated)	0%	2.3%	4%	6%
CCN(CC)c1ccc(NC(=O)c2ccc(Br)o2)c(C)c1	-6%	-6.3%	-5%	-17%
CC1=C(C(N)=O)C(c2ccncc2)n2nc(-c3ccccc3Cl)nc2N1 (configuration not stated)	1%	1.0%	-2%	13%
Cc1cccc(N2CCN(C(=O)Cn3cnc4c3c(=O)n(C)c(=O)n4C)CC2)c1C	-8%	.	-7%	.
CC(C)=NOCc1ccc(-c2cc(-c3ccccc3)no2)cc1	-7%[9.22 µM]	.	5%[9.22 µM]	.
O=C1[C@@H]2C(Cc3ccc(O)cc3)NC3(C(=O)Nc4ccc(F)cc43)[C@@H]2C(=O)N1c1ccc(F)cc1 (some centres not stated)	12%	?	14%	1%
COCCn1c(=O)c(CCc2ccccc2)nc2cnc(OCc3ccccc3)nc21	-16%	2.7%[11.4 µM]	-1%	-11%
COc1ccc2cc(CNc3ccc(OC)c(OC)c3)c(=O)n(CC(=O)Nc3ccc(C)cc3)c2c1	-21%	0.8%	4%	15%[10.9 µM]
COc1ccccc1Nc1c2c(nc3ccc(NC(=O)/C=C/c4cccc(OC)c4OC)cc13)CCCC2	-25%	?	-6%	-33%[inhibitor][10.9 µM]
COc1cc(NCCC(=O)O)c2ncccc2c1	-4%[9.22 µM]	-0.8%[11.4 µM]	-4%[9.22 µM]	-7%[10.9 µM]
O=C(c1cccc(F)c1)N1CCN(c2cccc(C(F)(F)F)c2)CC1	6%	1.0%	6%	-12%
COC(=O)[C@H](CCSC)NC(=O)Nc1cc(C)ccc1C	8%	1.8%	1%	10%
O=C(Cn1c(=O)nc(-c2ccccc2)c2cc(Cl)ccc21)N1CCN(c2ccccc2F)CC1	12%	?	7%	-6%[10.9 µM]
COCCN1CN=C(NS(=O)(=O)c2ccc(C)cc2)NC1	19%	-1.4%	1%	-7%[10.9 µM]
CO/N=C(\C(=O)NC1C(=O)N2C(C(=O)OCOC(=O)C(C)(C)C)=C(/C=C\c3scnc3C)CSC12)c1csc(N)n1 (configuration not stated)	-5%	.	3%	-6%
CCOc1ccc(CNC(=O)CCS(=O)(=O)c2ccc3c(c2)oc(=O)n3C)cc1	-6%	?	-2%	27%[10.9 µM]
COc1ccc(NC(=O)C2CCN(S(=O)(=O)c3cccc4cccnc34)CC2)cc1	-1%	3.5%	-1%	-12%

Hits appear at their usual frequency (roughly 1.7% active in at least one column).
